GALK inhibitor = blocks human galactokinase activity. Potency, µM (titrated, usually from 57.5 µM), for the others: top-dose activity change, negative = inhibition, usual class: inhibitors. Purified GALK, Kinase-Glo residual ATP luminescence. 0.007% of 270,000 active. AID 1868. P51570; note: potency is the fitted concentration of half-maximal effect; % is set by controls: 0 for no effect and ±100 for the full control effect
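Kinase-Glo Plus luminescence measured ATP left after a 1 h room-temperature reaction. The reaction used 5 nM GALK, 100 uM galactose and 35 uM ATP at pH 8.0 (20 mM HEPES, 5 mM MgCl2, 60 mM NaCl, 1 mM DTT, 0.01% BSA).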
Menin MLL FP TR = displaces Texas Red mutant MLL peptide from human menin | O00255 | Menin + Texas Red MLL mutant peptide, fluorescence polarization | AID 1768 | Potency, µM (top dose mostly 61.6 µM), for inactives: top-dose FP activity change, negative = inhibition, most hits filed as inhibitors | 0.23% of 270,000 active; active = well fitted inhibition curve with a large enough effect in the polarisation, with a control signal flat, not every such curve was filed as active; inconclusive = small, poorly fitted or top-dose-only effect, or effect the other way, or a change in a side signal; inactive = no such curve, though single readings can be large or run the other way; the % refers to the polarisation; note: potency is the fitted concentration of half-maximal effect; % of control where 0% means no effect; many of its hits are not listed in these tables
Target sequence (O00255 whole entry, looked up): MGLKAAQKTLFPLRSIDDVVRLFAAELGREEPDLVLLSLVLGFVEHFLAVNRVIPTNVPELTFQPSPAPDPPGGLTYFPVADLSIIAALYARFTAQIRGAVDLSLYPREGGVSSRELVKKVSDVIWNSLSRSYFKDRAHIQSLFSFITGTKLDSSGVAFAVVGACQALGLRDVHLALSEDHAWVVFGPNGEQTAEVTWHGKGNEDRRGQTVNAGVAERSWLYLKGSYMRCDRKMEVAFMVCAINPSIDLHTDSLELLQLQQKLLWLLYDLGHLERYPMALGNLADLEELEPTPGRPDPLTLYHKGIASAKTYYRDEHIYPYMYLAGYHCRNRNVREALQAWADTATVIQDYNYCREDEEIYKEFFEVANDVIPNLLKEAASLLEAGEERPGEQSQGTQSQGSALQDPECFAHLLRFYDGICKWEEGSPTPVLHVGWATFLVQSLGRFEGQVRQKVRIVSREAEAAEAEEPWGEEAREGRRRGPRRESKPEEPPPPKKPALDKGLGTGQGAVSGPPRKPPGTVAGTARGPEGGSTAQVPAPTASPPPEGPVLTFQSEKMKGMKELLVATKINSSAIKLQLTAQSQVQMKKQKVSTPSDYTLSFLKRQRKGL
PKM2 act = activators of human pyruvate kinase M2; P14618; purified PKM2, Kinase-Glo ATP luminescence, activation; response scale: 0% is enzyme alone, no compound; Potency, µM (highest dose often 57.5 µM), inactives show top-dose activation, hits mostly activators; 0.34% of 260,000 active; note: potency is the fitted concentration of half-maximal effect; % is set by controls: 0 for no effect and ±100 for the full control effect; nearly all actives have a fitted effect of over 55% in size
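Purified hPK-M2 (>95%) run at intermediate activity with 0.1 mM ADP and 0.5 mM PEP in 50 mM imidazole pH 7.2, KCl, MgCl2; 1 h room temperature. ATP formed read by Kinase-Glo luminescence; normalized to uninhibited and no-enzyme controls.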
Giardia killer = Giardia lamblia killing; Giardia lamblia trophozoite viability; activity change, % at 7.66 µM, hits read low; 0.15% of 340,000 active; in the data active = activity change below about -80%; inconclusive = between about -30% and that limit;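 note: parasites exposed to compound for two days anaerobically before the ATP read; % is set by controls: 0 for no effect and ±100 for the full control effect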
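Giardia lamblia trophozoites (100 cells/well) were incubated with compounds for 48 h at 37 deg C under anaerobic conditions. Viability was read as ATP content by one-step luminescence after 15-30 min at room temperature.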
ASM inhibitor = blocks human secretory acid sphingomyelinase; AID 504937; 0.006% of 340,000 active; Potency, µM (doses to about 57.5 µM), for inactives: top-dose activity change, negative = inhibition, usual class: inhibitors; placental ASM, HMU-PC fluorogenic substrate, 60 min; P17405; note: potency is the fitted concentration of half-maximal effect
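Steps: dispense placental human ASM, pin compound, wait 10 min at room temperature, add HMU-PC0 substrate at 9 uM final, incubate 60 min at 37 °C, add stop solution raising pH to 10, read fluorescence.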
B2AR arrestin = recruits beta-arrestin to the human beta2-adrenergic receptor; beta-arrestin recruitment to beta2AR, cell-based reporter; Potency, µM (titrated, usually from 46.1 µM), for the others: at the top dose activation, hits mostly activators; 0.02% of 330,000 active;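 note: potency is the fitted concentration of half-maximal effect; 0% = DMSO controls and full agonism = EC100 isoproterenol or metaproterenol; nearly all actives have a fitted effect of over 65% in size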
TSG101-PTAP inh = blocks PTAP/TSG101 interaction to inhibit HIV-1 budding. Potency, µM (doses to about 115 µM), for inactives: at the highest dose activity change, negative = inhibition, hits mostly inhibitors. 340,000 tested, under 10 active. Q99816. AID 493005. Fluorescence polarization, FITC-PTAP peptide / Tsg101 binding; active = well fitted inhibition curve with a large enough effect in the main read-out, with a control signal flat, not every such curve was filed as active; inconclusive = small, poorly fitted or top-dose-only effect, or effect the other way, or a change in a side signal; inactive = no such curve, though single readings can be large or run the other way; note: potency is the fitted concentration of half-maximal effect; % of control where 0% means no effect
Target sequence (Q99816 whole entry, looked up): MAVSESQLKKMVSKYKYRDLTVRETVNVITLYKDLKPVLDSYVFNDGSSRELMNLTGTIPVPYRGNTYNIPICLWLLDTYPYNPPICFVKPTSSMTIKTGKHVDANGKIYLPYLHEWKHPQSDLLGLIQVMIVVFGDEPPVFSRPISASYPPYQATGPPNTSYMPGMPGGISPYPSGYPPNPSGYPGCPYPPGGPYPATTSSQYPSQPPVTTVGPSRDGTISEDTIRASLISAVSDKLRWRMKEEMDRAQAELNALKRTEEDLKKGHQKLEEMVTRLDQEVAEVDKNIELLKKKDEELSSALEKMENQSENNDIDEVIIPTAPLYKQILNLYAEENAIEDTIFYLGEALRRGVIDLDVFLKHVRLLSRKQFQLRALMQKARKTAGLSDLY
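Tsg101 binding domain (10 uM final) was mixed with compound and a FITC-labeled PTAP peptide (50 nM final) in HEPES pH 7.5 buffer with NaCl, Tween 20, EDTA and TCEP; fluorescence polarization was read after 20 min at r.t.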
FBPA coupling cs = inhibits coupling enzyme system, counter-screen for aldolase hits | coupling enzyme system counterscreen, AmpLite Red fluorescence | activity change, negative = inhibition, % at 58.2 µM, hits read low | 0.67% of 290,000 active; in the data active = activity change below about -30%; note: % is set by controls: 0 for no effect and ±100 for the full control effect
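Counterscreen of the coupled detection system alone, without aldolase: glyceraldehyde-3-phosphate coupling enzymes plus AmpLite Red readout. Compounds at 57.5 uM final, 10 min RT preincubation, 20 min RT reaction, fluorescence 525/598 nm.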
Tb PFK inh = inhibitors of T. brucei phosphofructokinase | O15648 | 0.17% of 330,000 active | Potency, µM (titrated, usually from 57.5 µM), for the others: at the highest dose activity, negative = inhibition, usual class: inhibitors | T. brucei PFK, ADP-Glo luminescence;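 note: potency is the fitted concentration of half-maximal effect; 0% = uninhibited 1x PFK enzyme wells and -100% = no-enzyme wells; nearly all actives have a fitted effect of over 60% in size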
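Activity is normalized to no-enzyme wells (full inhibition) and 1.25 nM enzyme wells (no inhibition). Reaction: 0.5 mM F6P, 0.1 mM ATP, 45 min RT, ADP-Glo luminescence; concentration-response curves fitted and classed by quality.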
Integrin act MD = activators of alpha7 integrin expression for muscular dystrophy; 0.064% of 350,000 active; AID 624291; alpha7betagal myoblasts, beta-gal FDG fluorescence, 48 h; Potency, µM (highest dose often 38.3 µM), without a hit: at the highest dose activation, usual class: activators;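 note: potency is the fitted concentration of half-maximal effect; 100% = response of the positive control SU9516; nearly all actives have a fitted effect of over 60% in size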
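alpha7betagal+/- myoblasts (passage 13, 250/well) treated 48 h at 37C with compounds at 1:260 dilution of DMSO stock. Lysed, then beta-galactosidase activity read as FDG fluorescence (ex 480/em 540) after 30 min, with pre-read for autofluorescence.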
BCR signal inh = chronic active BCR signaling inhibition. 0.05% of 340,000 active. ABC-DLBCL IkBa-CBG/CBR reporter, luminescence ratio, 4 h. Potency, µM (highest dose often 46.1 µM), for inactives: at the top dose ratio change, negative = lower green/red ratio, usual class: inhibitors; active = well fitted inhibition curve with a large enough effect in the signal ratio, with a control signal flat, not every such curve was filed as active; inconclusive = small, poorly fitted or top-dose-only effect, or effect the other way, or a change in a side signal; the % refers to the signal ratio;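 note: potency is the fitted concentration of half-maximal effect; plate controls were basal doxycycline-induced cells for no effect and cells given 10 µM MG132 for full effect; MG132 reads +100%, hits lower the ratio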
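Concentration-response series (up to 46 uM) were applied to TMD8 dual-reporter cells for 4 h at 37C with doxycycline. Green/red ratio, after filter-overlap correction, defined %Activity; red signal alone was normalised to basal cells and zero luminescence.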
Starred values were filed as active, the others as inactive; ? = inconclusive; · = no result given; [ ] = another dose, or the depositor's remark. Unless noted, calls come from the whole dose curve; as a rule, active = well fitted curve in the direction sought with a large enough effect; inconclusive = small, poorly fitted or top-dose-only effect, or another doubt; inactive = no such curve, though single readings can be large; an effect the other way counts as inactive or inconclusive. Not all compounds are listed, so the mix of outcomes need not match the whole.

SMILES	GALK inhibitor	Menin MLL FP TR	PKM2 act	Giardia killer	ASM inhibitor	B2AR arrestin	TSG101-PTAP inh	FBPA coupling cs	Tb PFK inh	Integrin act MD	BCR signal inh
c1ccc(C2CNCc3c2ccc2ccccc32)cc1 (stereo not drawn)	1%	-7%	-1%	2	4%	-0.7%	-1%	2	0%	-2%	-2%
CCCCc1nnc(NC(=O)c2nc3nccc(C)n3n2)s1	-2%	-13%	17%	-5	1%	0.0%	0%	7	-2%	-5%	?
CCC(CC)C(=O)NCCc1ccc(S(N)(=O)=O)cc1	0%	8%	0%	9	2%	-0.3%	-1%	-4	-3%	-16%	1%
CCOC(=O)C1CCN(c2c(NCCN(CC)c3ccccc3)c(=O)c2=O)CC1	5%	·	-2%	9	-8%	-0.5%	2%	2	0%	23%	-19%
O=C(NC(C(=O)N/N=C/c1ccccn1)c1n[nH]c(=O)c2ccccc12)c1ccccc1 (stereo not drawn)	-2%	·	-6%	20	-1%	-0.3%	-5%	1	-2%	-25%	4%
Cc1nnc(NC(=O)CSc2nnc(CNC(=O)c3ccccc3)n2-c2ccccc2)s1	3%	-3%	-9%	34[activator]	9%	0.1%	0%	-1	-17%	3%	2%
CC1=C(C(=O)Nc2cccnc2)C(c2ccc3c(c2)OCO3)C2=C(CCCC2=O)N1 (stereo not drawn)	-1%	-1%	0%	5	213%[activator]	-0.2%	-4%	3	1%	24%	?
Cc1sc2nc(SC3CCOC3=O)n(Cc3ccccc3)c(=O)c2c1C (stereo not drawn)	2%	-18%	3%	12	-7%	-0.1%	-1%	-1	3%	-1%	-22%
COc1ccccc1-n1cnnc1SC(C)C(=O)Nc1cccc([N+](=O)[O-])c1 (stereo not drawn)	1%	-3%	2%	10	6%	-0.4%	-4%	0	-7%	7%	-14%
COc1ccc(OC)c(C(=O)c2ccc(C(=O)Nc3cccc4ccccc34)cc2)c1	1%	10%	-5%	0	-1%	-0.2%	-6%	-3	4%	-9%	-2%
CCOC(=O)c1nnn2c1nc(SCC(C)=O)c1ccccc12	1%	·	2%	11	1%	0.0%	-1%	6	0%	-2%	?
Cc1ccc(NC(=O)CSc2nnc(Cc3ccccc3)c(=O)[nH]2)c(C)c1	·	·	·	4	2%	-1.0%	-6%	·	13%	-2%	-1%
Cn1ccnc1Sc1cc(NCCCO)c([N+](=O)[O-])c2nonc12	0%	5%	·	-10	-2%	0.1%	2%	-4	-27%	-65%[inhibitor]	?
Cc1ccccc1N=C1NC(=O)/C(=C/c2cccnc2)S1	-5%	·	0%	?	0%	-0.6%	-3%	0	-2%	-36%	?
O=C(NNC(=S)NC(=O)c1ccccc1[N+](=O)[O-])c1ccccc1	-1%	16%	-2%	12	7%	-0.5%	-1%	-1	5%	-12%	?
C1=C(c2ccccc2)N2CCN=C2S1	-2%	-13%	2%	-4	4%	0.1%	0%	0	1%	3%	?
CC(C)(C)C(=O)C[n+]1ccc(C(N)=O)cc1	2%	5%	0%	-11	0%	-0.2%	-6%	1	1%	19%	-10%
CC(=O)Nc1ccc(SC(C)C(=O)NC(N)=O)cc1 (stereo not drawn)	-1%	11%	1%	18	2%	-0.1%	-14%	1	-9%	-10%	-20%
CCOc1ccc(C2NC(=O)NC(c3ccccc3)=C2C(C)=O)cc1OC (stereo not drawn)	-2%	-3%	1%[11.5 µM]	?	2%	-0.4%	0%	-1	-4%	22%	-1%
COC(=O)C(c1ccccc1)N(Cc1cccc(CN(C(C(=O)OC)c2ccccc2)S(C)(=O)=O)c1)S(C)(=O)=O (stereo not drawn)	·	-5%	3%	-15	4%	-0.6%	-3%	0	0%	-12%	5%

Whole records, quoted from the list. Values in the order: GALK inhibitor | Menin MLL FP TR | PKM2 act | Giardia killer | ASM inhibitor | B2AR arrestin | TSG101-PTAP inh | FBPA coupling cs | Tb PFK inh | Integrin act MD | BCR signal inh
CC(=O)Nc1ccc(SC(C)C(=O)NC(N)=O)cc1 (stereo not drawn) in the list: -1% | 11% | 1% | 18 | 2% | -0.1% | -14% | 1 | -9% | -10% | -20%
Cc1sc2nc(SC3CCOC3=O)n(Cc3ccccc3)c(=O)c2c1C (stereo not drawn) in the list: 2% | -18% | 3% | 12 | -7% | -0.1% | -1% | -1 | 3% | -1% | -22%
CC(C)(C)C(=O)C[n+]1ccc(C(N)=O)cc1 in the list: 2% | 5% | 0% | -11 | 0% | -0.2% | -6% | 1 | 1% | 19% | -10%
CC1=C(C(=O)Nc2cccnc2)C(c2ccc3c(c2)OCO3)C2=C(CCCC2=O)N1 (stereo not drawn) in the list: -1% | -1% | 0% | 5 | 213%[activator] | -0.2% | -4% | 3 | 1% | 24% | ?

The results go on:
SMILES	GALK inhibitor	Menin MLL FP TR	PKM2 act	Giardia killer	ASM inhibitor	B2AR arrestin	TSG101-PTAP inh	FBPA coupling cs	Tb PFK inh	Integrin act MD	BCR signal inh
COc1ccc(CN2CCNC(=O)C2CC(=O)NC2CCCCCCC2)cc1C (stereo not drawn)	1%	-21%	·	-6	1%	-1.0%	-3%	0	0%	17%	3%
CC1(c2nnc(-c3ccccc3)o2)CC(c2ccc(Cl)cc2)=NO1 (stereo not drawn)	5%	·	-1%	17	-15%	0.1%	-1%	1	3%	-1%	0%
Cc1ccc(CSc2nnc(SCC(=O)N/N=C/c3c[nH]c4ccccc34)s2)cc1	-3%	?	25µM*	-10	-13%	0.0%	-8%	-1	-1%	2%	1%
CC(C)CN(C(=O)CCC(=O)OCC(=O)c1ccc(F)c(F)c1)c1c(N)n(CC(C)C)c(=O)[nH]c1=O	1%	·	-13%	27	1%	0.2%	-8%	·	-1%	15%	1%
COc1cc(C(=O)NC(C)C2CC3CCC2C3)cc(OC)c1OC (stereo not drawn)	-4%	8%	-6%	7	-1%	-0.3%	-3%	3	3%	20%	-8%
CCCC(=O)Nc1cc(C)c2c(=O)oc3ccccc3c2n1	0%	·	8%	-13	-1%	0.0%	0%	-1	22%	18%	8%
CCCCC(=O)NS(=O)(=O)c1ccc(N=NN2CCOCC2)cc1	2%	-21%	0%	-8	1%	2.8%	-1%	5	-2%	-2%	-6%
COc1cc(OC)cc(C(=O)NCC(=O)N2CCCCCCC2)c1	·	·	·	18	0%	0.0%	2%	·	-2%	-42%[inhibitor]	-1%
CCC(C)NC(=O)CC(c1ccc(OC)cc1)n1cccc1 (stereo not drawn)	-2%	19%	-5%	3	1%	-0.2%	-3%	-3	-3%	-11%	0%
COc1ccc(CCNC(=O)Cc2ccc(OCc3ccccc3)c(OC)c2[N+](=O)[O-])cc1OCc1ccccc1	-1%	2%	2%	-11	-2%	0.0%	0%	-1	5%	-29%	?
Cc1nc2c(=O)[nH]c3ccccc3c2o1	0%	10%	3%	4	-1%	-0.5%	0%	1	-3%	-17%	-1%
O=C(O)CCC(=O)N1CCN(c2nc(-c3ccccc3)c3ccccc3n2)CC1	·	17%	·	20	200%[activator]	-0.1%	-6%	4	7%	-23%	-6%
CN(CC(=O)Nc1ccc(N2CCOCC2)cc1)C(=O)c1cccc(Cl)c1Cl	·	·	·	4	0%	-0.4%	1%	·	-3%	7%	2%
CCOC(=O)c1nc2ccccc2c(=O)[nH]1	1%	·	4%	-2	1%	0.1%	-3%	-1	10%	-3%	?
COc1cccc(OCC(=O)NNC(=O)C(=O)N2CCCC2)c1	0%	-8%	2%	9	0%	-0.2%	-2%	1	0%	-8%	0%
CC(C)CCNC(=O)C1CCC(CNS(=O)(=O)c2ccc(Cl)cc2)CC1 (stereo not drawn)	·	41%[activator]	·	-26	-1%	-0.9%	-3%	3	-15%	26%	2%
O/N=C/c1cn(-c2ccccc2)nc1-c1cccnc1	2%	0%	17%	4	-1%	-0.3%	-4%	-1	-8%	-6%	-1%
O=C(Cc1csc(-c2ccc(F)cc2)n1)Nc1cccc(S(=O)(=O)NC2=NCCC2)c1	·	·	·	7	4%	2.8%	-6%	·	0%	-11%	?
CO/N=C\CC(=O)Nc1ccc(Oc2ccccc2)cc1	10%	-7%	1%	3	3%	0.4%	-4%	0	0%	-22%	?
